# Screening results as filed in PubChem BioAssay.
# MgcRacGAP inhibition – MgcRacGAP GTPase-activating activity inhibitors, confirmation, biochemical, ADP Hunter fluorescence. MgcRacGAP-stimulated Rac1 GTP hydrolysis, ADP Hunter fluorescence; higher % means a stronger effect; GST-tagged Rac1 F28L mutant substrate. inhibition, % at 30 µM, or IC50 in µM where a hit was titrated. Rac GTPase-activating protein 1 (Homo sapiens). 0.6% of 340,000 active;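 active means first-screen hits whose inhibition reached a set limit at any dose in the follow-up dose series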;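 further: fluorescence reports GDP produced by GAP-driven GTP hydrolysis; strong numbers were not always called active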
# SV40 large T antigen – SV40 large T antigen inhibitors, biochemical (AID 1903). SV40 large T antigen ATPase/helicase inhibition assay; higher % means a stronger effect. inhibition, % at 20 µM; hits with a dose series show IC50 in µM. 0.39% of 310,000 active; in the data active means a potency from the dose series; further: strong numbers were not always called active
# HIV fusion peptide – inhibitors of HIV fusion peptide binding, primary screen, biochemical, uHTS, fluorescence dequenching (AID 1986). cell-free peptide binding, fluorescence dequenching, 30 min; higher % means a stronger effect. one-dose inhibition, % at 20 µM; IC50 in µM for titrated hits. 0.3% of 290,000 active; in the data active means inhibition mostly above about 52%, no sharp cut-off; inactive means mostly below about 76%; further: some results filed as inactive read as strong as hits
# NOD1 NF-kB reporter – NOD1 signaling inhibitors, primary screen, cell-based, luminescence, uHTS (AID 1578); NOD1-driven NF-kB luciferase reporter cells, luminescence; higher % means a stronger effect; inhibition, % at 4 µM, or EC50 in µM where a hit was titrated; 1% of 290,000 active; in the data active means inhibition mostly above about 36%, no sharp cut-off; inactive means mostly below about 34%;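 further: HEK-293T reporter cells stimulated with the NOD1 agonist gamma-tri-DAP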
# NOD2 inhibition – NOD2 signaling inhibitors, cell-based, luminescence, uHTS, HEK293 (AID 1566) | 0.63% of 290,000 active | HEK293 NOD2/NF-kB luciferase reporter, luminescence; higher % means a stronger effect | inhibition, % at 4 µM; hits with a dose series show EC50 in µM; further: many of its hits are not listed in these tables
# KOR beta-arrestin-1 – KOR agonists, beta-arrestin recruitment, primary screen, cell-based, luminescence, uHTS (AID 1777); Kappa-type opioid receptor (Homo sapiens); KOR beta-arrestin recruitment, luminescence; higher % means a stronger effect; one-dose activation, % at 10 µM; EC50 in µM for titrated hits; 0.02% of 280,000 active; in the data active means activation above about 50%, passing the limit was not always enough; further: a part of the inactive calls stands beside numbers as strong as those of hits
# GPR55 activation – GPR55 agonists via beta-arrestin recruitment, primary screen, imaging, U2OS cells, beta-arrestin-GFP redistribution (AID 1961). G-protein coupled receptor 55 (Homo sapiens). U2OS GPR55 beta-arrestin-GFP redistribution imaging; higher % means a stronger effect. activation, % at 10 µM; hits with a dose series show EC50 in µM. 0.048% of 290,000 active;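 active means activation above 40% with more than 50 cells counted in the well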;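 further: U2OS osteosarcoma cells stably expressing GPR55 and beta-arrestin-GFP; plate controls were DMSO negative control for no effect and LPI positive control for full effect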
# GPR55 LPI antagonism – GPR55 antagonists blocking LPI-driven arrestin recruitment, primary screen, imaging, U2OS, beta-arrestin-GFP, LPI agonist (AID 2013). G-protein coupled receptor 55 (Homo sapiens). U2OS GPR55 beta-arrestin-GFP translocation imaging, LPI antagonism; higher % means a stronger effect. inhibition, % at 10 µM, or IC50 in µM where a hit was titrated. 0.13% of 290,000 active;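 active means spots per cell inhibited over 60%, with over 100 cells counted and total cytoplasm intensity under 500,000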;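 further: U2OS cells stably carrying GPR55 and arrestin-GFP stimulated by 5 µM LPI near EC80; imaged beta-arrestin-GFP aggregate spots per cell after agonist stimulation; plate controls were LPI-stimulated DMSO wells for no effect and DMSO wells without LPI for full effect; some results filed as inactive read as strong as hits; confirmed hits need IC50 under 10 µM and bright autofluorescent wells are also inconclusive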
# KOR beta-arrestin-2 – KOR antagonists, beta-arrestin recruitment, cell-based, luminescence, uHTS (AID 1778) | KOR beta-arrestin recruitment, luminescence, antagonist mode; higher % means a stronger effect | one-dose inhibition, % at 10 µM; IC50 in µM for titrated hits | 0.091% of 290,000 active; further: strong numbers were not always called active
# Active calls of the source: *; / = not tested or not shown; [ ] = another dose, or the depositor's remark. Unless noted, no stated cut-off is given here; in the data, active means inhibition above about 50%; inactive means the rest. Only part of the results is shown; the hit share may differ from the screen's.
MgcRacGAP inhibition	SV40 large T antigen	HIV fusion peptide	NOD1 NF-kB reporter	NOD2 inhibition	KOR beta-arrestin-1	GPR55 activation	GPR55 LPI antagonism	KOR beta-arrestin-2	molecule
1%	12%	7.7%	-27%	6%	-7.0%	-0.1%	-4%	-11%	CN(C)c1ccc(/C=N/NC(=O)C2COc3ccccc3O2)o1 (configuration not stated)
8%	23%	-1.1%	-23%	4%	1.1%	-0.1%	26%	20%	CCC1(CC)NC(=O)N(CC(=O)N2CCN(S(=O)(=O)c3cccc(F)c3)CC2)C1=O
7%	10%	0.7%	-16%	11%	1.8%	-0.1%	16%	-9%	COc1ccc(CN(C)C(=O)c2sccc2-c2ccccc2)c(OC)c1
6%	5%	-0.7%	8%	-3%	-1.5%	0.0%	4%	-18%	O=C(O)C1CC(=O)N(c2ccc(OCc3ccccc3)cc2)C1 (configuration not stated)
-1%	1%	1.1%	-24%	-2%	-9.2%	-0.1%	-4%	9%[20 µM]	CCC(c1nnnn1C(C)(C)CC)N1CCN(c2ccccc2F)CC1 (configuration not stated)
2%	1%	-0.4%	-31%	-16%	0.1%	-0.3%	-4%	27%	COc1ccc(NC(=O)CN(C2CCCCC2)S(C)(=O)=O)cc1OC
10%	7%	-0.7%	-6%	6%	-3.4%	0.5%	15%	20%	COc1ccc(N(CC(=O)NCCSCc2ccccc2Cl)S(C)(=O)=O)cc1Cl
5%	24%	0.0%	-7%	19%	-3.7%	0.5%	0%	12%[20 µM]	CCCCCC1CC(CC(=O)NC(=S)Nc2ccccc2Cl)C(=O)O1 (configuration not stated)
1%	8%	0.4%	-28%	-4%	2.4%	-0.4%	8%	-4%	C/C(=N\NC(=O)CC#N)c1ccc(Oc2ccccc2)cc1
4%	-3%	-0.5%	-15%	-6%	4.3%	-0.3%	-3%	-17%	Cc1nc(N)ncc1C(=O)Nc1ccccc1
-14%	0%	0.9%	9%	6%	-0.7%	-0.4%	-1%	30%	O=C1c2ccccc2C(=O)N1CCCCN(C(=O)c1cc2ccccc2oc1=O)c1ccc(F)cc1F
14%	31%	-1.9%	0%	2%	-8.7%	-0.2%	-10%	14%	Cn1c(SCC(=O)c2ccccc2)nnc1-c1ccc(O)cc1
2%	14%	2.0%	7%	8%	0.9%	0.0%	4%	-2%	O=C(c1ccccc1)N1CCSC1=S
-12%	7%	0.0%	-5%	17%	0.4%	-0.1%	-4%	-7%	C=CCC1CCCC(=O)N2CC[C@H](O)C12 (some centres not stated)
8%	8%	-2.6%	-50%	-122%	1.4%	-0.1%	5%	-37%[20 µM]	c1ccc(CCNc2nc(-c3ccccn3)cs2)cc1
10%	2%	-0.7%	-7%	-4%	1.4%	-0.2%	-6%	-10%	Cc1cc(COc2ccccc2OCc2cc(C)no2)on1
4%	11%	-0.5%	-42%	-18%	-2.2%	0.9%	4%	-5%	CC(C)N1CN=C(Nc2nc3ccccc3o2)NC1
11%	8%	0.5%	-21%	1%	1.3%	-0.2%	2%	-44%	Cc1cc(OC(C)C(=O)NCC(O)c2ccccc2)c2c(C)cc(=O)oc2c1 (configuration not stated)
4%	8%	-2.7%	10%	2%	1.2%	-0.1%	16%	-8%	CC(C)(C)n1nc2c(c1NC(=O)C1CC(=O)N(c3ccc(Cl)cc3)C1)CS(=O)(=O)C2 (configuration not stated)
-7%	-2%	-1.2%	-4%	-1%	-3.3%	0.0%	11%	-4%	Cc1ccc(S(=O)(=O)N2CCCC(C(=O)NCCc3ccc(S(N)(=O)=O)cc3)C2)cc1 (configuration not stated)

# Looked up above:
# Reading of `COc1ccc(N(CC(=O)NCCSCc2ccccc2Cl)S(C)(=O)=O)cc1Cl` in NOD2 inhibition: 6%
# Reading of `Cn1c(SCC(=O)c2ccccc2)nnc1-c1ccc(O)cc1` in SV40 large T antigen: 31%
# Reading of `COc1ccc(NC(=O)CN(C2CCCCC2)S(C)(=O)=O)cc1OC` in KOR beta-arrestin-1: 0.1%

# (next part)
MgcRacGAP inhibition	SV40 large T antigen	HIV fusion peptide	NOD1 NF-kB reporter	NOD2 inhibition	KOR beta-arrestin-1	GPR55 activation	GPR55 LPI antagonism	KOR beta-arrestin-2	molecule
3%	6%	-1.8%	21%	3%	7.9%	-0.1%	-3%	13%	COc1cccc(C2CC(c3cccs3)Nc3ncnn32)c1 (configuration not stated)
12%	12%	-2.2%	7%	24%	8.9%	-0.2%	2%	-20%	COc1ccc(OC)c2c(C)cc(NCCN3CCOCC3)nc12
7%	28%	1.5%	-30%	6%	-2.9%	-0.2%	-1%	-1%	Cc1ccc2[nH]c(=O)c(CN(C)C(=O)c3cccs3)cc2c1
8%	1%	-0.8%	-32%	8%	/	-0.1%	-7%	-32%[20 µM]	CN(C(=O)c1ccccc1OC1CCN(S(C)(=O)=O)CC1)C1CCOC1 (configuration not stated)
1%	2%	1.5%	-33%	-26%	0.7%	0.7%	-8%	-28%	CN(CC(=O)Nc1ccc(F)c(F)c1F)C(=O)/C=C/c1ccc(Cl)cc1
2%	19%	3.0%	1%	3%	-0.4%	0.4%	-4%	-7%	C[C@@H](C[C@@H](O)[C@H](O)C(C)(C)O)[C@@H]1CC[C@]2(C)C3=CC[C@H]4C(C)(C)C(=O)CC[C@]4(C)[C@H]3CC[C@@]12C
-1%	8%	-0.8%	-42%	-6%	-1.7%	-0.1%	-2%	-9%	CC(OC(=O)CNC(=O)C12CC3CC(CC(C3)C1)C2)C(=O)Nc1ccc(S(N)(=O)=O)cc1 (configuration not stated)
6%	6%	1.2%	-12%	16%	-4.1%	0.1%	-5%	0%	COc1ccccc1Nc1nc(Cl)nc(Nc2ccccc2OC)n1
10%	14%	-1.6%	-47%	-10%	-5.3%	-0.3%	5%	-8%	CN(C)/C=C1\N=C(c2ccccc2)OC1=O
13%	1%	0.8%	12%	5%	3.8%	0.3%	14%	-45%	Cc1ccccc1CN1C(=O)c2ccccc2S(=O)c2ccc(C(=O)NCCCN3CCOCC3)cc21 (configuration not stated)
8%	11%	-1.6%	-13%	-10%	/	-0.1%	2%	-15%[20 µM]	COc1ccc(NC(=S)N2CCN(C(c3ccccc3)c3ccccc3)CC2)c(OC)c1
13%	29%	1.5%	-6%	14%	15%	0.1%	8%	5%	O=C(CSc1ncn[nH]1)c1cccc([N+](=O)[O-])c1
6%	4%	1.6%	-32%	-125%	1.4%	0.0%	-8%	24%	Cc1cccc(N2CCN(C(=O)CCCOc3ccccc3)CC2)c1C
5%	9%	-1.0%	3%	-5%	-2.5%	-0.1%	4%	24%	CC(=O)Nc1ccc(N2C(=O)CC(Sc3nc(C)cc(C)n3)C2=O)cc1 (configuration not stated)
8%	0%	-2.2%	-2%	-3%	-3.5%	0.0%	2%	19%	CC1=NN(C(=O)c2csc(C)c2)C(O)(C(F)(F)F)C1 (configuration not stated)
2%	3%	-1.8%	-11%	-13%	-0.1%	-0.3%	11%	-34%[20 µM]	Cc1ccc(OCCCCN2CCCCC2)c(C)c1
3%	5%	0.3%	27%	9%	-2.6%	-0.1%	6%	-8%	Cn1nc(-c2ccccc2)c(-c2nc(-c3ccc(Cl)cc3)no2)c1Cl
16%	17%	0.1%	-19%	8%	-3.7%	-0.2%	6%	21%	CCCS(=O)(=O)N1CCN=C1SCc1ccc(F)cc1
11%	23%	0.8%	-22%	-2%	-1.2%	0.0%	10%	-10%	Cc1cc(S(=O)(=O)N2CCC3(CC2)OCCO3)c(C)cc1Cl
-4%	>100µM*	0.2%	-5%	8%	7.0%	-0.4%	-7%	-11%[20 µM]	COc1cccc(C(=O)Nc2ccc3c(c2)n(C)c(=O)n3C)c1
5%	4%	-0.6%	18%	12%	-0.7%	-0.4%	-2%	30%	Cc1ccc(/C=N/NC(=O)c2nnn(-c3nonc3N)c2CSc2ccc(Cl)cc2)cc1
1%	9%	1.4%	-25%	-7%	-1.4%	-0.1%	-9%	-69%[20 µM]	COc1ccc(/C=C2\SC(=S)N(CC(=O)OCC(=O)Nc3ccc([N+](=O)[O-])cc3OC)C2=O)cc1
/	12%	-2.0%	1%	23%	2.1%	-0.3%	12%	0%	N/N=C1\CCCc2c1[nH]c1ccc([N+](=O)[O-])cc21
-2%	8%	0.5%	-27%	6%	0.0%	-0.2%	8%	-4%	CCNc1nc(N2CCOCC2)nc(N(c2ccccc2)c2ccccc2)n1
2%	2%	-1.8%	15%	9%	-6.4%	0.1%	7%	-10%	CCCN1C(=O)COc2ccc(-c3n[nH]c(=O)c4ccccc34)cc21
6%	12%	-0.1%	5%	21%	-3.6%	0.3%	2%	21%	CCn1c(=O)c(=O)n(CC)c2cc(S(=O)(=O)Nc3ccc(C)cc3)ccc21
1%	11%	1.8%	27%	29%	2.7%	-0.1%	2%	-25%	COc1ccc(CCNC(=O)c2nn(C)c3c2CS(=O)(=O)c2ccccc2-3)c(OC)c1
16%	6%	-3.2%	-6%	-34%	1.4%	-0.3%	9%	-33%	Cc1cc(N)c(NC2=CC(=O)CC(C)(C)C2)cc1C
-1%	17%	-2.1%	-18%	10%	0.0%	-0.1%	14%	-12%	COC(=O)c1cc(-c2c(C)oc3cc(OC)ccc3c2=O)c(C)o1
9%	10%	-0.3%	13%	30%	0.3%	-0.2%	-2%	-14%	COc1cccc(OCc2cc(C(=O)N(Cc3ccccc3)CC3CC3)no2)c1
4%	10%	-1.4%	-6%	9%	0.4%	-0.1%	-5%	-23%	Cc1c(=O)n(OCc2ccccn2)c2ccccc2[n+]1[O-]
6%	8%	22%	-11%	-5%	-3.6%	-0.1%	3%	2%	CCOC(=O)C(C)Sc1nnc(Cc2cc(=O)[nH]c(=O)[nH]2)n1-c1ccc(OCC)cc1 (configuration not stated)
5%	4%	4.5%	31%	6%	-0.8%	0.3%	11%	8%	COc1ccccc1NC(=O)c1nc(S(=O)(=O)Cc2ccccc2)ncc1Cl
24%	18%	-1.5%	-19%	-16%	3.2%	-0.1%	-11%	4%	COc1ccc(NC2C=CS(=O)(=O)C2)c(OC)c1 (configuration not stated)
21%	27%	26%	/	/	-3.7%	0.8%	-8%	5%	CC1=C/C(=N\OS(=O)(=O)c2ccccc2)C=CC1=O
2%	1%	0.6%	-14%	-6%	-6.5%	0.4%	2%	-23%[20 µM]	O=S1(=O)CCOC[C@H](c2ccccc2)N1Cc1ccccc1F
10%	21%	-0.8%	-81%	-49%	-1.9%	-0.1%	-4%	3%	COc1cc(Cl)ccc1OCc1cc(C(=O)N2CCCC(OC)C2)no1 (configuration not stated)
-3%	7%	0.0%	-8%	-1%	/	0.5%	14%	0%[20 µM]	O=C(CN1CCC(NC(=O)c2cccc(F)c2)CC1)NCc1cccs1
